Screening results (PubChem BioAssay)
PPARg SRC1 recr – PPARgamma agonists recruiting SRC-1 coactivator, primary screen, biochemical. 0.41% of 200,000 active. activation, % at 8 µM. PPARgamma-SRC-1 coactivator recruitment biochemical assay. AID 631, 2007; in the data active = activation above about 19%;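 note: 0% = DMSO and 100% = reference agonist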
Target sequence (P37231 whole entry, looked up): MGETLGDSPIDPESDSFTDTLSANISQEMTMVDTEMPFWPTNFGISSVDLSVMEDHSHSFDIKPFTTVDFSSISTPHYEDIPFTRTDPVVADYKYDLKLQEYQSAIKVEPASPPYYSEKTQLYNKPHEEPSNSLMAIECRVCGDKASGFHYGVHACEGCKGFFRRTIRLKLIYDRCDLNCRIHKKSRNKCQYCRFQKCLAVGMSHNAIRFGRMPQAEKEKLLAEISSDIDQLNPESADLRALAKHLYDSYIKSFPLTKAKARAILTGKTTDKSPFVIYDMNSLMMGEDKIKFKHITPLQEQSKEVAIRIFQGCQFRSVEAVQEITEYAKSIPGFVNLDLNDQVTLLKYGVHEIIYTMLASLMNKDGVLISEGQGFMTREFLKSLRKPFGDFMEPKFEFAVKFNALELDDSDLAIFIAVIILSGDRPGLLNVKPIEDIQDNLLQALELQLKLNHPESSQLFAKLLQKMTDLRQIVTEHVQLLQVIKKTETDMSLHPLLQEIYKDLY
SRC2 TRFRET art – TR-FRET signal artefacts, primary screen, artefact control for PPARgamma SRC-2 agonist project, biochemical; TR-FRET artefact counter-screen; hits give high values; AID 1049, 2008; TR-FRET ratio at 8 µM; 0.4% of 200,000 active; in the data active = TR-FRET ratio above about 2000; note: inactives centre near 1500
TNAP act hiacc – TNAP activators at high phosphate acceptor level, primary screen, biochemical, luminescence, uHTS. Alkaline phosphatase, tissue-nonspecific isozyme (Homo sapiens), P05186. purified TNAP, CDP-star luminescence, 1 M DEA, 30 min; hits give high values; 0 = EDTA background, 1 = DMSO-only activity. 200,000 tested, under 10 active. activation factor at 20 µM;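 active = activation factor at least 2 at 20 µM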
Target sequence (P05186 whole entry, looked up): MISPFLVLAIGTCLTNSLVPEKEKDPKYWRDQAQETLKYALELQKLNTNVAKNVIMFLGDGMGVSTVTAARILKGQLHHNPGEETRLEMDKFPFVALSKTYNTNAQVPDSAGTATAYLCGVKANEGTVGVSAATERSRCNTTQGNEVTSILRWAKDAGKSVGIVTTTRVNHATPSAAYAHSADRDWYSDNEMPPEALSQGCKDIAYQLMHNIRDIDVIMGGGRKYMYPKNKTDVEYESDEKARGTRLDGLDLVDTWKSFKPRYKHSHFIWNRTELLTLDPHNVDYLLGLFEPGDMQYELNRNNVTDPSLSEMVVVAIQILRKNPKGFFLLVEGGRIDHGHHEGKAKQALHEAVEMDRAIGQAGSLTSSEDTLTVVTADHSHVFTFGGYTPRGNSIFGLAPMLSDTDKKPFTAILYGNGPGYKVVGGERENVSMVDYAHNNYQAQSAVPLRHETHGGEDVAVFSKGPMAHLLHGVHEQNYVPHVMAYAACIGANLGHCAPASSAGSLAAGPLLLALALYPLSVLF
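Measured by: Luminescent substrate turnover signal | Test system: Human TNAP | Input: TNAP 1/800 final | Dosing: 20 µM single point | Schedule: 30 min, room temperature | Controls: EDTA wells as negative control, DMSO wells as positive control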
bIAP activator – bovine intestinal alkaline phosphatase activators, primary screen, biochemical, bovine IAP, CDP-star luminescence; alkaline phosphatase, intestinal [Bos taurus]; purified bovine IAP, 30 min; hits give high values; fold of DMSO-control signal, blank-subtracted; activation factor at 20 µM; 0.17% of 200,000 active;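 active = activation factor of 2 or more at 20 µM, a signal rise over negative controls twice the positive control's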
PPARg SRC-2 ag – agonists of PPARg-SRC-2 recruitment, primary screen, biochemical, HTS. PPARgamma LBD-SRC-2 recruitment. activation, % at 8 µM. 0.34% of 200,000 active; in the data active = activation above about 22%;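 note: 0% = vehicle and 100% = reference agonist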
bIAP inh – bovine intestinal alkaline phosphatase inhibitors, primary screen, selectivity assay for TNAP inhibitor project, biochemical, bovine IAP, CDP-star luminescence; alkaline phosphatase, intestinal [Bos taurus]; purified bovine IAP, 30 min; inhibition, % at 20 µM; 190,000 tested, under 10 active; AID 1019, 2008;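 active = over 50% inhibition of intestinal alkaline phosphatase at 20 µM in the single-dose screen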
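Assay system: bovine IAP enzyme; medium: DEA buffer 100 mM, pH 9.8, with MgCl2 1.0 mM, ZnCl2 0.02 mM; doses: 20 µM single dose; incubation: enzyme reaction for 30 min at room temperature; detection: CDP-star luminescence signal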
TNAP inh noacc – human TNAP enzyme inhibitors, primary screen, biochemical, luminescent, no phosphate acceptor, uHTS; inhibition, % at 20 µM; 0.26% of 200,000 active; AID 1012, 2008; Alkaline phosphatase, tissue-nonspecific isozyme (Homo sapiens), P05186; purified TNAP, CDP-star luminescence, 30 min;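 active = tissue-nonspecific alkaline phosphatase inhibition above about 50% at 20 µM in the single-dose screen, limit read from the data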;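 note: 0% = DMSO negative control and 100% = EDTA positive control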
PPARg SRC3 recr – PPARgamma agonists recruiting SRC-3 coactivator, primary screen, biochemical; Peroxisome proliferator-activated receptor gamma (Homo sapiens), P37231; biochemical PPARgamma/SRC-3 coactivator recruitment assay; activation, % at 8 µM; 0.26% of 200,000 active; in the data active = activation above about 23%;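 note: 0% = DMSO and 100% = reference agonist; some compounds past the cut are filed as inactive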
TNAP inh hiacc – human TNAP enzyme inhibitors, primary screen, biochemical, luminescent, high phosphate acceptor level, uHTS. Alkaline phosphatase, tissue-nonspecific isozyme (Homo sapiens), P05186. purified TNAP, CDP-star luminescence, 1 M DEA. inhibition, % at 20 µM. 0.03% of 200,000 active;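 active = over 50% inhibition of tissue-nonspecific alkaline phosphatase at 20 µM in the single-dose screen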;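 note: plate controls were DMSO wells for no effect and EDTA-quenched wells as full inhibition for full effect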
HMGR II inh – inhibitors of E. faecalis class II HMGR, primary screen, biochemical, Enterococcus faecalis | AID 1066, 2008 | HMG-CoA reductase (Enterococcus faecalis, mvaE) | purified E. faecalis HMGR, NADPH absorbance 340 nm kinetic | inhibition, % at 10 µM | 0.41% of 190,000 active;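 active = inhibition above a set limit, the median over all tested compounds plus 3 SD, cut at about 9.5% in these data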;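 note: enzyme runs in reverse so mevalonate oxidation gives rising NADPH absorbance; 0% = complete reaction with DMSO and 100% = background rate lacking mevalonate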
Active calls of the source: *; x = no result given.

canonical_smiles | PPARg SRC1 recr | SRC2 TRFRET art | TNAP act hiacc | bIAP activator | PPARg SRC-2 ag | bIAP inh | TNAP inh noacc | PPARg SRC3 recr | TNAP inh hiacc | HMGR II inh
CC(C)Nc1nnc(Sc2ccc(Cl)cc2[N+](=O)[O-])s1 | 10 | 1731 | 1 | 0.9 | 8 | 7 | -9 | 3 | 4 | -2
COc1ccc(CC(=O)NCCc2ccc(Cl)cc2Cl)cc1 | 15 | 1694 | 0.9 | 1 | 7 | 0 | -3 | 7 | 6 | -4
CCOC(=O)Cc1csc(NC(=O)c2ccc(C)o2)n1 | -6 | 1354 | 1 | 1.1 | 6 | -12 | -3 | 0 | -3 | -2
Cc1nc2ccccn2c1C(=O)CSc1ccccc1 | 8 | 1732 | 1.1 | 1 | 7 | 0 | -12 | 4 | -6 | 9
O=C(COC(=O)c1ccc2c(c1)S(=O)(=O)N=C1CCCCCN12)NCCc1ccc(F)cc1 | -7 | 1420 | 1 | 1 | -2 | 4 | 4 | -3 | -2 | -1
CN(CCOc1ccc(-c2ccn(S(=O)(=O)c3ccc(Cl)cc3)n2)cc1)c1ccccn1 | 3 | 1566 | 1 | 1 | 12 | 0 | -1 | 1 | -1 | -3
C=CCNC(=O)Nc1ccc(F)cc1F | 8 | 1605 | 1 | 1 | 5 | -3 | 0 | 4 | 0 | -9
CCCC1=NN(C(=O)C(=O)Nc2ccc(Br)cc2)C(O)(C(F)(F)F)C1 (centres undefined) | -10 | 1413 | 1 | 0.9 | -12 | 6 | -10 | -6 | 2 | 1
COc1cccc(C2C3=C(CC(C)(C)CC3=O)Nc3cc(OC)c(OC)cc32)c1 (centres undefined) | 4 | 1560 | 1 | 1.2 | 1 | -20 | -21 | 2 | -2 | -6
CCC1CCCCN1C(=O)CCn1ccnc1 (centres undefined) | 4 | 1516 | 1 | 1 | 5 | -5 | -7 | 2 | -3 | 15*
CCCC1CC(c2csc(N)n2)CCO1 (centres undefined) | 1 | 1471 | 1.1 | 1.1 | 1 | -7 | -7 | -5 | -6 | -7
CC(C)(C)C1(O)CC(C(F)(F)F)=NN1C(=O)CCCc1ccccc1 (centres undefined) | -9 | 1702 | 1 | 0.9 | -5 | 13 | -9 | -7 | -1 | -17
CCOC(=O)C1=C(C)OC(N)=C(C#N)C1c1ccccc1 (centres undefined) | 3 | 1611 | 1 | 1.1 | 1 | -11 | 0 | 2 | 1 | -5
O=C(NCc1ccccn1)c1cn(Cc2ccccc2)nn1 | 3 | 1440 | 1 | 0.9 | 4 | 10 | -13 | -4 | -4 | -11
NNC(=O)CCc1nc2ccc(O)cc2[nH]1 | 10 | 1641 | 1.1 | 0.9 | 15 | 12 | -2 | 2 | -7 | -3
Cc1ccc(NS(=O)(=O)c2ccc(Cl)c(C(=O)Nc3ccccc3-c3nc4ccccc4[nH]3)c2)cc1C | 6 | 1552 | 1 | 1.1 | 6 | -7 | -8 | 1 | -3 | -2
Cc1ccc2nc3c(cc2c1)c(NS(=O)(=O)c1ccccc1)nn3CC(C)C | 4 | 1593 | 0.9 | 0.9 | 3 | 13 | -5 | 6 | 7 | 1
CCCC(c1nnnn1Cc1cccs1)N1CCN(c2nc3ccccc3s2)CC1 (centres undefined) | 4 | 1642 | 1 | 1 | -4 | -4 | -8 | -4 | -3 | 0
Cc1ccc(NC(=O)NC(=O)N(C2CCCCC2)S(=O)(=O)c2ccccc2)cc1 | 1 | 1581 | 1 | 1.1 | -1 | -12 | -4 | 1 | -1 | 5
CCC/C(=N/NC(=O)c1ccc2c(c1)OCO2)c1cccs1 | -2 | 1523 | 1.1 | 1 | 0 | -2 | -10 | -4 | -6 | 0
CCN1CCN(C(=O)c2sc3ncnc(N4CCc5ccccc5C4)c3c2C)CC1 | 1 | 1780 | 1 | 1.2 | 5 | -19 | -10 | 2 | -4 | 4
Cc1cc(C)cc(OCC(=O)NN2C(=O)c3ccccc3C2=O)c1 | -5 | 1496 | 1 | 0.9 | 4 | 5 | -15 | 1 | -4 | 1
N=c1c2c3c(sc2ncn1CCCO)CCCC3 | 2 | 1541 | 1 | 0.9 | 3 | 7 | -15 | -8 | -2 | 5
N#CCSc1nccc(-c2cc(Cl)sc2Cl)n1 | -5 | 1694 | 1 | 1 | 9 | 2 | 3 | -2 | -2 | 0
CCOC(=O)C1(CCc2ccccc2)CCN(C(=O)c2ccoc2)CC1 | 5 | 1485 | 1.1 | 1 | 7 | 3 | -9 | 3 | -10 | 0
Cc1ccccc1NC(=O)CSc1nnnn1C | -2 | 1629 | 1 | 1 | 8 | 2 | -7 | 6 | -1 | 1
N#CC1=C(N)OC2=C(C(=O)CC(c3ccccc3)C2)C1c1cccnc1 (centres undefined) | -2 | 1677 | 1 | 1 | -3 | -1 | -1 | -1 | 5 | 1
CCCOc1ccc(Cn2c(O)cc(=O)[nH]c2=O)cc1 | 0 | 1653 | 1 | 0.9 | 10 | 9 | -8 | 8 | -3 | -1
CO/N=C/NC(=O)c1c(OC)ccnc1Oc1ccc(Cl)cc1 | -10 | 1581 | 1 | 0.9 | 0 | 8 | -7 | -4 | -2 | 4
Cc1cc(F)ccc1N1CCC(N2CCN(CCC(C)C)C(CCO)C2)CC1 (centres undefined) | 3 | 1700 | 1 | 1.1 | 0 | -13 | -8 | 1 | -3 | -6

Profiles from above. Order of values: PPARg SRC1 recr	SRC2 TRFRET art	TNAP act hiacc	bIAP activator	PPARg SRC-2 ag	bIAP inh	TNAP inh noacc	PPARg SRC3 recr	TNAP inh hiacc	HMGR II inh
`N#CCSc1nccc(-c2cc(Cl)sc2Cl)n1` across the screens: -5	1694	1	1	9	2	3	-2	-2	0
`CN(CCOc1ccc(-c2ccn(S(=O)(=O)c3ccc(Cl)cc3)n2)cc1)c1ccccn1` across the screens: 3	1566	1	1	12	0	-1	1	-1	-3
`Cc1ccc(NS(=O)(=O)c2ccc(Cl)c(C(=O)Nc3ccccc3-c3nc4ccccc4[nH]3)c2)cc1C` across the screens: 6	1552	1	1.1	6	-7	-8	1	-3	-2
`Cc1ccc2nc3c(cc2c1)c(NS(=O)(=O)c1ccccc1)nn3CC(C)C` across the screens: 4	1593	0.9	0.9	3	13	-5	6	7	1
`CC(C)Nc1nnc(Sc2ccc(Cl)cc2[N+](=O)[O-])s1` across the screens: 10	1731	1	0.9	8	7	-9	3	4	-2

(continued)
canonical_smiles | PPARg SRC1 recr | SRC2 TRFRET art | TNAP act hiacc | bIAP activator | PPARg SRC-2 ag | bIAP inh | TNAP inh noacc | PPARg SRC3 recr | TNAP inh hiacc | HMGR II inh
CCC(C)(C)n1nnnc1C(c1ccc(O)cc1)N1CCc2ccccc2C1 (centres undefined) | -2 | 1693 | 1 | 1 | 4 | -4 | 2 | -1 | -5 | 0
Cn1c(Cl)c(/C=N/OC(=O)c2ccc(Cl)cc2)c2ccccc21 | 4 | 1467 | 1 | 0.8 | 7 | 18 | 6 | 3 | -1 | 0
Cc1ccc(C(=O)N/C(=C\c2cccs2)C(=O)NCc2ccncc2)cc1 | -3 | 1495 | 1 | 1 | -1 | 4 | -7 | 5 | 0 | -7
Cc1cccc(COCC(Cc2ccccc2)N2CCN(C(=O)c3ccc(C(F)(F)F)cc3)CCC2=O)c1 (centres undefined) | -5 | 1367 | 0.9 | 0.6 | -3 | 36 | 6 | -2 | 6 | -10
CCC(=O)Nc1ccc2nc(SCC(=O)N3CCOCC3)sc2c1 | 2 | 1477 | 1 | 1 | 2 | -4 | 4 | 4 | 0 | -1
COc1cccc(C(=O)OCCN2CCOCC2)c1 | -1 | 1353 | 1 | 1 | 2 | 3 | -5 | 3 | -2 | -7
O=C(CNC(=O)c1ccc2c(c1)OCCO2)N/N=C/c1ccc(Cl)cc1 | -1 | 1512 | 1 | 1 | 3 | 2 | -16 | -3 | -4 | -7
COCCn1c(SCC(=O)NCc2ccccc2)nnc1-c1ccco1 | 0 | 1521 | 1 | 1 | 5 | 3 | -2 | 13 | 0 | -6
CN(C(=O)c1ccc2c(c1)OCO2)C1(C(=O)NC2CCCC2)CCCCC1 | 8 | 1474 | 1 | 0.9 | 2 | 12 | -5 | 2 | -1 | 2
CCOC(=O)CN1CC23C=CC(O2)C(C(=O)NCCc2ccccc2)C3C1=O (centres undefined) | 3 | 1680 | 1.1 | 0.9 | 5 | 11 | -10 | 1 | -9 | 0
CCC(=O)Nc1nnc(SCC(=O)NCCc2ccc(OC)c(OC)c2)s1 | 1 | 1387 | 1.1 | 1 | 0 | 1 | -17 | -2 | -7 | 1
O=C(Nc1ccc2c(c1)OCO2)c1sc2cc(Cl)ccc2c1Cl | 2 | 1550 | 1 | 0.4 | 4 | x | -8 | 1 | 0 | -4
COc1ccccc1NC(=O)c1cc(C)nc2ccccc12 | -4 | 1548 | 1 | 1 | -3 | 0 | -8 | 4 | 1 | -7
CC(=O)Nc1ccc(OC(=O)c2cc3cc(Br)cc(Br)c3oc2=O)cc1 | 0 | 1578 | 1 | 1.1 | -8 | -14 | -8 | 3 | -3 | -6
COc1ccc(OC)c(-c2cc(C(=O)Nc3c(C)n(C)n(-c4ccccc4)c3=O)no2)c1 | 4 | 1739 | 1 | 1 | 15 | 3 | -20 | 1 | -4 | 2
Cc1ccc(O)c(C2=NNC(O)(C(F)(F)F)C2)c1 (centres undefined) | 1 | 1681 | 1.1 | 1.2 | 12 | -20 | -22 | 4 | -6 | -1
CCN(CC)CCCN(C(=O)c1ccco1)c1nc(-c2ccc(C)cc2)cs1 | -9 | 1567 | 1.1 | 0.9 | -3 | 9 | -12 | 2 | -10 | 0
CCN(CC)C(=O)Nc1cnc2ccccc2c1 | 8 | 1545 | 1.1 | 0.9 | 0 | 5 | 11 | -11 | -8 | 2
CC(=O)OCC(=O)N1CCN(c2ccc([N+](=O)[O-])cc2)CC1 | 4 | 1541 | 0.9 | 1.3 | 1 | -34 | -2 | -3 | 10 | -7
O=C1C2CCCN2C(=O)N1CCCCN1CCN(c2ccc(F)cc2)CC1 (centres undefined) | 4 | 1583 | 1 | 1 | 1 | 1 | -3 | 2 | -1 | -2
COc1ccc(C2Nc3ccc4ccccc4c3-c3c2c(=O)oc2ccccc32)cc1 (centres undefined) | 9 | 1839 | 1 | 3.5* | 11 | -248 | -21 | -12 | -5 | -7
COc1cc([N+](=O)[O-])c2ncsc2c1 | -6 | 1353 | 1 | 1.1 | -2 | -10 | -4 | 2 | -4 | -4
CCN(CC)S(=O)(=O)c1ccc(NC2c3ccccc3C(=O)N2Cc2ccc3c(c2)OCO3)cc1 (centres undefined) | -4 | 1831 | 1.1 | 1 | -2 | 4 | 0 | 5 | -8 | 0
